Compound activity as filed in PubChem.
TrxR1 substrate: qHTS Assay for Substrates of Mammalian Selenoprotein Thioredoxin Reductase 1 (TrxR1): qHTS. purified TrxR1 substrate turnover, NADPH consumption readout. Potency, µM (titrated, usually from 114 µM), inactives show top-dose activity change, negative = substrate turnover. 390,000 compounds, 0.01% hits. AID 588456, 2011; note: potency is the fitted concentration of half-maximal effect; % is set by controls: 0 for no effect and ±100 for the full control effect; nearly all actives have a fitted effect of over 50% in size
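Rat TrxR1, dispensed at 90 nM, was prereduced with 400 uM NADPH (final) for 5 min at ~22 deg C, then incubated with compound 15 min before 400 uM selenite. A first-read NADPH fluorescence drop versus no-compound background flagged substrates.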
Vif-A3F inh: qHTS for Inhibitors of Vif-A3F Interactions: qHTS | HeLa A3F-eYFP + Vif (tagged APOBEC3F with the HIV-1 protein that degrades it), YFP fluorescence increase | Potency, µM (doses to about 46.1 µM), inactives show at the top dose activity, negative = active | 390,000 compounds, 0.2% hits | AID 602313, 2012; note: potency is the fitted concentration of half-maximal effect; % of control where 0% means no effect; nearly all actives have a fitted effect of over 65% in size
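HeLa cells stably expressing Vif plus C-terminally eYFP-tagged A3F were seeded, incubated overnight at 37 deg C, dosed with compound, incubated overnight again at 37 deg C. Yellow fluorescence (Ex 488/Em 500-530) reported blocked Vif-mediated A3F-eYFP degradation.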
IDH1 R132H inh: qHTS for Inhibitors of mutant isocitrate dehydrogenase 1 (IDH1): qHTS; IDH1-R132H enzyme, NADPH consumption, diaphorase/resazurin fluorescence; Potency, µM (series often up to 76.6 µM), without a hit: at the top dose activity change, negative = inhibition, actives largely listed as inhibitors; 390,000 compounds, 0.093% hits; AID 602179, 2012; note: potency is the fitted concentration of half-maximal effect; % is set by controls: 0 for no effect and ±100 for the full control effect; nearly all actives have a fitted effect of over 65% in size
Target sequence (O75874 whole entry R132H, stated change not applied): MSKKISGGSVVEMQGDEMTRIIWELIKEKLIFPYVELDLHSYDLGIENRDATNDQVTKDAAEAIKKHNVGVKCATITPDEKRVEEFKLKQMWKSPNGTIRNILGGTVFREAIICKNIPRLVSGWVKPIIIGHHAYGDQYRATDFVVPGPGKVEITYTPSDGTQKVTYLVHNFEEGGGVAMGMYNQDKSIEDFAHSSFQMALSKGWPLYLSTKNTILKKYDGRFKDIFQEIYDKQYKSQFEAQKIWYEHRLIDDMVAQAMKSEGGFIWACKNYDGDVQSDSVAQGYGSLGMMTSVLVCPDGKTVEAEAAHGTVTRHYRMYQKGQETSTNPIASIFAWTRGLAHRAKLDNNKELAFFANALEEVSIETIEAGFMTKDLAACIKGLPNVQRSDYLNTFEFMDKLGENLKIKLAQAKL
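IDH1-R132H (0.5 ug/mL) preincubated 30 min with compound, then NADPH (0.016 mM) and alpha-KG (2 mM) added; 80 min at RT, pH 7.5. Remaining NADPH coupled via diaphorase/resazurin to fluorescence (540/590 nm); concentration-response curves normalized to no-enzyme control.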
Glioma ERSR ind: qHTS for Inducers of the Endoplasmic Reticulum Stress Response (ERSR) in Human Glioma: qHTS | Potency, µM, for the others: at the highest dose activation, usual class: activators | U87-MG GRP78 promoter luciferase reporter, 16 h | 420,000 compounds, 0.02% hits; note: potency is the fitted concentration of half-maximal effect; series mostly up to about 76 µM; % of control where 0% means no effect; nearly all actives have a fitted effect of over 35% in size
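ERSR induction read as luciferase luminescence (Bright-Glo, 10 min at room temperature) in stably transfected human U87-MG glioma cells exposed to compounds for 16 h, using GRP78 as sensor.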
Vif-A3G inh: qHTS for Inhibitors of Vif-A3G Interactions: qHTS; DNA dC->dU-editing enzyme APOBEC-3G (Homo sapiens), Q9HC16; HeLa A3G-eYFP + Vif (tagged APOBEC3G with the HIV-1 protein that degrades it), YFP fluorescence, overnight; Potency, µM (highest dose often 46.1 µM), inactives show top-dose activity, negative = active, most hits filed as inhibitors; 410,000 compounds, 0.076% hits; AID 602310, 2012;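 note: potency is the fitted concentration of half-maximal effect; % is set by controls: 0 for no effect and ±100 for the full control effect; nearly all actives have a fitted effect of over 60% in size; hits raise eYFP signal because A3G escapes Vif-driven loss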
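Read-out is eYFP fluorescence (Ex 488/Em 500-530) from Vif-expressing HeLa A3G-eYFP cells; more signal means A3G escaped Vif-mediated degradation. Cells plated overnight, compound pinned in, incubated overnight at 37 deg C.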
USP1 inh: Inhibitors of USP1/UAF1: Primary Screen; Ubiquitin carboxyl-terminal hydrolase 1 (Homo sapiens), O94782; recombinant USP1/UAF1, Ub-Rhodamine cleavage fluorescence; Potency, µM (top dose mostly 57.1 µM), for inactives: at the highest dose activity change, negative = inhibition, actives largely listed as inhibitors; 390,000 compounds, 0.23% hits; AID 743255, 2014; note: potency is the fitted concentration of half-maximal effect; % is set by controls: 0 for no effect and ±100 for the full control effect; nearly all actives have a fitted effect of over 60% in size; inactives centre near -12
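USP1/UAF1 complex (1 nM) preincubated 15 min at room temperature with compound, then Ub-Rho substrate (150 nM final) added. Kinetic fluorescence at 480/540 nm over 6 reads at 60 s intervals; 50 mM HEPES pH 7.8, 0.5 mM EDTA, 0.1 mg/ml BSA, 1 mM TCEP, 0.01% Tween-20.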
PI4K2A inh: qHTS for small molecular inhibitors of PI4K2A | Phosphatidylinositol 4-kinase type 2-alpha (Homo sapiens), Q9BTU6 | purified PI4K2A, ADP-Glo luminescence, 1 h; stronger effect = lower value | activity change, negative = inhibition, % at 76.9 µM | 420,000 compounds, 0.13% hits; in the data active = activity change below about -50%; inconclusive = mostly about -30% to -49%;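 note: -100% = wells without enzyme as full effect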
Target sequence (Q9BTU6 whole entry, looked up): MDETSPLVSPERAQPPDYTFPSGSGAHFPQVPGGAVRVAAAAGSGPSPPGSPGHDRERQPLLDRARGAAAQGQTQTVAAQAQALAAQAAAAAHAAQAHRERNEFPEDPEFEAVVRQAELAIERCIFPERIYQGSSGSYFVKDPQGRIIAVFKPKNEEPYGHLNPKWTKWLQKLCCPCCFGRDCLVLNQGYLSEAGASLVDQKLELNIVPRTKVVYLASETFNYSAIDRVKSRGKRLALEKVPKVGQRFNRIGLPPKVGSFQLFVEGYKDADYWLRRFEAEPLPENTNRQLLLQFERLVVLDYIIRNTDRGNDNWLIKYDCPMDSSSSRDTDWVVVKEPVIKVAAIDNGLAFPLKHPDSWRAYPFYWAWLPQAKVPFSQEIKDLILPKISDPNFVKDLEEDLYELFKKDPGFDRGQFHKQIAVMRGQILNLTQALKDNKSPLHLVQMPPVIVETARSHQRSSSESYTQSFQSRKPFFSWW
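ADP-Glo luminescence measured ADP generated by PI4K2A enzyme (4 ug/mL before mixing) with 1.2 mM PI substrate (pre-mix) and 300 microM ATP (pre-mix). Tris pH7.5 buffer with MgCl2, Triton X-100; 1 h reaction at ambient temperature.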
LDHA block: qHTS assay for inhibitors of human lactate dehydrogenase; L-lactate dehydrogenase A chain (Homo sapiens), P00338; purified LDHA, NADH/diaphorase-resazurin fluorescence; stronger effect = lower value; activity change, % (values are at about 110 or 230 µM); 480,000 compounds, 0.15% hits; AID 1347041, 2019; in the data active = activity change below about -30%; inconclusive = mostly about -25% to -30%;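 note: plate controls were DMSO wells for no effect and wells without enzyme for full effect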
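LDH5 2 nM; NADH 0.06 mM, pyruvate 0.2 mM; 200 mM Tris pH 7.4, EDTA, Tween-20; 5 min RT. Detection: diaphorase 0.133 mg/mL + resazurin 37 µM, fluorescence ex540/em590 at 0 and 20 min; normalized to enzyme-free and DMSO wells.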
RXFP1 agonist: qHTS Assay for Agonists of the Relaxin Receptor RXFP1; Relaxin receptor 1 (Homo sapiens), Q9HBX9; HEK293T-RXFP1 cAMP TR-FRET, 30 min; response scale: percent of porcine relaxin response, buffer zero; Potency, µM (highest dose often 57.5 µM), inactives show at the top dose activation, most hits filed as activators; 370,000 compounds, 0.3% hits; note: potency is the fitted concentration of half-maximal effect; % is set by controls: 0 for no effect and ±100 for the full control effect; nearly all actives have a fitted effect of over 60% in size; many of its hits are not listed in these tables
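cAMP rise read by TR-FRET after 30 min, 37C compound exposure (up to 58 uM) in RXFP1-transfected HEK293 cells with Ro 20174 present. EC50 from Hill-equation fits, with 29 nM porcine relaxin as 100% and buffer as basal.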
* hit, by the source's call; ? = inconclusive; . = no result given; & = joins results of further samples; [ ] = remark or other dose. Unless noted, calls come from the whole dose curve; as a rule, active = well fitted curve in the direction sought with a large enough effect; inconclusive = small, poorly fitted or top-dose-only effect, or another doubt; inactive = no such curve, though single readings can be large; an effect the other way counts as inactive or inconclusive. Some of the compounds tested, so the mix of outcomes need not match the whole.

#	canonical_smiles	TrxR1 substrate	Vif-A3F inh	IDH1 R132H inh	Glioma ERSR ind	Vif-A3G inh	USP1 inh	PI4K2A inh	LDHA block	RXFP1 agonist
1	CC(C)C[C@@H](CN)NC(=O)c1nc[nH]c1C(=O)N[C@@H](C)C(=O)CNC[C@H](C)NC(=O)c1nc[nH]c1C(=O)N[C@@H](C)C(=O)O	4%	-10%	6%	-5%	-1%	?	1	3	.
2	CCCOc1ccc(F)cc1-c1cc(C(=O)NCCOC)[nH]n1	.	.	.	-2%	-8%	.	2	-9	.
3	COC(=O)[C@]1(C)N[C@H](CN(C)C(=O)c2ccc(F)cc2)[C@@H]2C(=O)N(C)C(=O)[C@@H]21	-2%	1%	2%[38.3 µM]	-4%	-2%	-11%	1	-2	.
4	O=C(Cc1c(F)cccc1Cl)Nc1ccc(S(=O)(=O)NCC2CCCO2)cc1 (stereo not drawn)	4%	-7%	12%	-5%	2%	-17%	-1	-4	-0.1%
5	Cc1ccc(S(=O)(=O)Cc2ccc(C(=O)NC3CCCCCC3)o2)cc1	8%	-1%	19%	-4%	-3%	-14%	0	0	0.2%
6	CCOc1ccccc1/C=N/Nc1cc(C)nc2ccc(C)cc12	14%[57.1 µM]	-17%	0%	0%	-4%	-21%	1	-1	0.0%
7	O=C(Oc1ccc(Cl)c2cccnc12)N1CCCCC1	26%	2%	2%	3%	0%	-6%	-1	-3	1.4%
8	FC(F)Oc1ccc(N=C2SCC3CCCCN23)cc1 (stereo not drawn)	3%	4%	-1%	-1%	-1%	-20%	-3	0	-0.1%
9	CCOC(=O)c1c(C)[nH]c(C)c1S(=O)(=O)N(C)CC(=O)Nc1ccccc1C	3%	-3%	-2%	-6%	-1%	-8%	7	-18	0.7%
10	Oc1cccc2ccc[n+](CC(O)Cn3c4ccccc4c4ccccc43)c12 (stereo not drawn)	7%	4%	2%	-10%	-25%	-31%	-1	0	0.8%
11	CCCNC(=O)C1(O)c2cc(Br)ccc2NC(=O)N1c1ccc(Cl)cc1 (stereo not drawn)	-2%	7%	-1%	-1%	0%	-20%	4	-6	5.9%
12	COc1ccccc1-c1cc(C(=O)N2CCN(c3ccc(F)cc3)CC2)no1	4%[57.1 µM]	-7%	9%	2%	2%	-21%	-13	-8	2.9%
13	O=C(CCC(=O)N(c1ccc(F)cc1)C(C(=O)NC1CCCC1)c1ccncc1)Nc1cccnc1 (stereo not drawn)	-2%	-11%	5%	-1%	0%	-1%	0	4	4.0%
14	Cc1ccc(S(=O)(=O)CC(=O)N2CCN(c3ccc([N+](=O)[O-])cc3)CC2)cc1	-8%	-6%	-1%	-4%	1%	-7%	1	-7	.
15	CCOc1ccc(C(c2c(NC(=O)c3ccccc3)sc(C)c2C)N2CCN(C)CC2)cc1 (stereo not drawn)	-3%	-11%	0%	0%	-2%	-12%	-2	-3	-0.7%
16	O=C(COc1ccccc1)NN1C(=O)CSC1=S	3%	-5%	-14%	2%	0%	-12%	-2	-4	0.8%
17	Clc1ccc(CSc2nnc(CNc3cccc(Cl)c3)o2)cc1	5%[57.1 µM]	0%	1%	-3%	0%	-17%	1	-1	3.4%
18	COc1ccc(CNC(=O)CCn2cccn2)cc1	6%[57.1 µM]	2%	-1%	-1%	1%	-25%	-3	-2	1.6%
19	CCOc1ccc(-n2c(=O)c3c4c(sc3n(CC(=O)NCC3CCCO3)c2=O)CCC4)cc1 (stereo not drawn)	1%	1%	6%	-2%	-5%	-19%	-5	0	3.3%
20	CC(C)NC(=O)c1ccc(Cl)cc1Cl	0%	-7%	-4%	-2%	-4%	?	1	-19	0.9%

Continued, overlapping the part above by 3 compounds.
#	canonical_smiles	TrxR1 substrate	Vif-A3F inh	IDH1 R132H inh	Glioma ERSR ind	Vif-A3G inh	USP1 inh	PI4K2A inh	LDHA block	RXFP1 agonist
18	COc1ccc(CNC(=O)CCn2cccn2)cc1	6%[57.1 µM]	2%	-1%	-1%	1%	-25%	-3	-2	1.6%
19	CCOc1ccc(-n2c(=O)c3c4c(sc3n(CC(=O)NCC3CCCO3)c2=O)CCC4)cc1 (stereo not drawn)	1%	1%	6%	-2%	-5%	-19%	-5	0	3.3%
20	CC(C)NC(=O)c1ccc(Cl)cc1Cl	0%	-7%	-4%	-2%	-4%	?	1	-19	0.9%
21	O=C(NCC1CCN(Cc2ccccc2Cl)CC1)Nc1ccccc1F	10%[57.1 µM]	-15%	6%	-1%	1%	-23%	-10	-3	0.2%
22	CN(C)S(=O)(=O)c1ccc(Cl)c(NC(=O)COC(=O)/C=C/c2ccc(S(=O)(=O)N3CCOCC3)cc2)c1	0%	3%	3%	0%	-9%	-11%	2	-5	-0.9%
23	Cc1ccncc1CNC(=O)c1ccccc1	1%	-5%	2%	-2%	2%	-10%	-6	-1	.
24	O=C(N/N=C/c1ccc([N+](=O)[O-])o1)C(=O)Nc1ccc(C(=O)O)cc1	-17%	3%	8%	-1%	-1%	?	6	0	3.0%
25	CCOC(=O)c1nnn(CC(=O)NC(=O)Nc2cccc(CC)c2)c1C(=O)OCC	8%&-18%	-15%&3%	4%&19%	-3%&-2%	-7%&0%	-21%&-20%	-2&-2	1&-7	-2.3%&-3.3%
26	COc1ccccc1N1CCN(S(=O)(=O)c2ccc(-c3ccno3)cc2OC)CC1	-6%[57.1 µM]	-13%	-19%	2%	-1%	-27%	-2	-6	-1.0%
27	NC(=O)c1ccc(NC(=O)COC(=O)c2cc3ccccc3cc2O)cc1	5%[57.1 µM]	0%	3%	1%	-10%	-20%	3	10	.
28	COC(=O)C1(Cc2ccc(O)c(CC3OC3(C)C)c2)OC(=O)C(O)=C1c1ccc(O)cc1 (stereo not drawn)	-2%	5%	-12%	-1%	2%	-8%	-2	6	0.0%
29	COc1ccc2c(Sc3ccccc3)c(C(=O)NCc3cccc(OC)c3OC)[nH]c2c1	-5%	-1%	1%	-4%	-1%	9%	-4	7	1.1%
30	COCc1cc(=O)n2[nH]c(C)cc2n1	45%[activator]	0%	0%	-1%	0%	-19%	2	-2	1.1%
31	O=C(CSc1nnnn1-c1ccc(O)cc1)c1ccc(F)cc1	2%	11%	0%	0%	0%	-15%	1	-2	-3.2%
32	COc1ccc(O)c(/C=N/NC(=O)c2cc(=O)[nH]c3ccccc23)c1	6%	-1%	4%	-5%	-3%	-26%	-1	1	1.2%
33	Cc1ccc2c(c1)c(CC(=O)Nc1ccc(C)c(F)c1)c(C(=O)O)n2C	-3%&7%	0%&5%	0%&1%	5%&-3%	-25%&-10%	-19%&1%	2&1	1&-1	0.1%&-0.3%
34	CCOC(=O)c1c(NC(=O)C2CCCCC2C(=O)O)sc2c1CCCCC2 (stereo not drawn)	4%	7%	-9%	-5%	0%	-20%	-1	-5	2.2%
35	CC(=O)N1CCN(C2=NC(=O)/C(=C/c3ccc(OS(=O)(=O)c4ccccc4)cc3)S2)CC1	-13%	-1%	13%	-7%	-1%	-15%	-3	0	4.1%
36	Cc1cc(C)cc(NC(=O)c2ccc(CNc3c(N4CCOCC4)c(=O)c3=O)cc2)c1	-8%	-1%	-4%	-2%	0%	-14%	0	-12	1.1%
37	COc1ccc(Br)cc1CC1C(=O)Nc2ccccc21 (stereo not drawn)	-12%	-3%	2%	-1%	-14%	-21%	1	-6	-1.1%
38	CC1CCCCC12NC(=O)N(CC(=O)NC(=O)Nc1ccc3c(c1)OCCO3)C2=O (stereo not drawn)	-5%	-9%	-7%	5%	0%	-3%	-1	-3	1.9%
39	COc1ccc(Cn2c(=O)n(-c3ccc(OC)cc3)c(=O)c3c2c2cc(OC)ccc2n3C)cc1	10%[57.1 µM]	2%	16%	-1%	-3%	-6%	-4	-2	5.3%
40	Cc1ccc(NC(=S)Nc2cccnc2)c(S(=O)(=O)N2CCCCC2)c1	5%	2%	-7%	-4%	0%	-21%	-1	1	0.3%
41	COc1ccc2[nH]c3c(c2c1)CCN1C(=O)C(CC(=O)NCCCN(C)C)C[C@H](C(=O)N(C(C)C)C(C)C)[C@@]31C (stereo partly drawn)	8%	-5%	25%	-2%	1%	-17%	-1	1	.
